Tau ThT inhib – inhibitors of human tau fibril formation, thioflavin T binding; recombinant tau K18 P301L (four-repeat tau fragment), heparin-induced fibrillization, ThT fluorescence; Potency, µM (series often up to 57.4 µM), for the others: at the highest dose activity, negative = inhibition, actives largely listed as inhibitors; 270,000 compounds, 2.1% hits; P10636; further: on the % scale 0 is the no-effect control and ±100 the full control effect; nearly all actives have a fitted effect of over 55% in size
Target sequence (P10636 561-689 P618L limits assumed): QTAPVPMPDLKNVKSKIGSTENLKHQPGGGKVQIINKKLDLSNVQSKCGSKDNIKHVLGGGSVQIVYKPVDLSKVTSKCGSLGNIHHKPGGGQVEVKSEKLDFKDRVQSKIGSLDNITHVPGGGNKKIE
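In this qHTS, human K18 P301L tau is incubated with compound and heparin for 6 hr at 37 C, and Thioflavin T fluorescence then reports fibril load.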
SMN2 splice enh – increases expression of the SMN2 splice variant | Potency, µM (series often up to 46.1 µM), without a hit: at the highest dose activity change, positive = activation, most hits filed as activators | HEK293 SMN2-luciferase splicing reporter, luminescence, 30-36 h | 210,000 compounds, 2.8% hits; further: % of control where 0% means no effect; nearly all actives have a fitted effect of over 55% in size
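HEK293 cells carry an SMN2 minigene-luciferase reporter in which exon 7 inclusion puts luciferase in frame. Cells were seeded at 2000 cells/well, attached for 10-12 hours, then exposed to compounds for 30-36 hours at 37C before ONE-Glo luminescence.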
Starred values were filed as active, the others as inactive; ? = inconclusive; [ ] = remark or other dose. The call rests on the fitted dose curve; in most records, active means well fitted curve in the direction sought with a large enough effect; inconclusive means small, poorly fitted or top-dose-only effect, or another doubt; inactive means no such curve, though single readings can be large; an effect the other way counts as inactive or inconclusive. Potency means the concentration at half of the fitted maximal effect.

SMILES	Tau ThT inhib	SMN2 splice enh
Cn1c(=O)c2c(nc(Oc3ccccc3)n2Cc2c(Cl)cccc2Cl)n(C)c1=O	-2%	6%
CCCCNC(=O)CN1C(=O)COc2ccc(S(=O)(=O)N3CCCCCC3)cc21	-6%	-6%
COc1cc(OC)c(NC(=O)C(Cc2ccccc2)NS(=O)(=O)c2cccc3nsnc23)cc1Cl (stereo not drawn)	-14%	1%
O=C(Nc1ccc(F)cc1F)c1cc(-c2ccc(Cl)cc2)on1	-7%	1%
Cc1ccc(-c2nc3ccc(Cl)cn3c2Nc2ccc3c(c2)OCCO3)o1	-2%	6%
O=C(Cn1cc(S(=O)(=O)c2ccc(Cl)cc2)c(=O)c2ccccc21)Nc1ccc2c(c1)OCO2	0%	-4%
CCC(=O)N1CCc2cc(S(=O)(=O)NCCC(=O)Nc3cccc(C)c3C)ccc21	-4%	-4%
COc1ccccc1C(=O)Nc1c(C(=O)N(C)Cc2ccccc2)sc2nc(C)c(Cl)c(C)c12	-12%	-27%
Cc1ccc(C)c(S(=O)(=O)c2cn(Cc3ccccc3)c3cc(F)c(F)cc3c2=O)c1	-10%	-18%
COc1ccc(-n2c(SCC(=O)Nc3cc(C)cc(C)c3)nc3c(oc4ccccc43)c2=O)cc1	-8%	0%
Cc1ccc(OCC(=O)N(Cc2sccc2C)C2CCS(=O)(=O)C2)cc1 (stereo not drawn)	-11%	2%
COc1cc2oc(=O)c(CC(=O)N3CCCCC3)c(C)c2cc1OC	-12%	-8%
CC(=O)c1ccc(NC(=O)CN(C)S(=O)(=O)c2cnc[nH]2)cc1	-8%	1%
O=C(Nc1ccc(F)c(Cl)c1)N1CCN(C(=O)c2nsc3ccccc23)CC1	-14%	-21%
COc1ccc(C(=O)N(Cc2ccco2)Cc2ccco2)cc1	-1%	-14%
COC(=O)c1cc2sc(C)cc2n1Cc1ccc(Br)cc1F	?	-6%
Cc1ccccc1C(=O)NC1(C(F)(F)F)N=C(c2ccccc2)N(Cc2ccccc2)C1=O (stereo not drawn)	?	-3%
COc1ccc(-c2noc(CSc3nnc(C)n3-c3ccc(C)cc3)n2)cc1	?	-11%
COc1cccc(-n2c(=O)c3c(C)c(C)sc3n(CC(=O)NCc3ccc(C)cc3)c2=O)c1	-7%	13%
CCc1ccc(S(=O)(=O)c2nnn3c2nc(N(C)Cc2ccccc2)c2cc(Cl)ccc23)cc1	-7%	4%

2 records drawn at random from the list so far, as already listed:
SMILES	Tau ThT inhib	SMN2 splice enh
CCc1ccc(S(=O)(=O)c2nnn3c2nc(N(C)Cc2ccccc2)c2cc(Cl)ccc23)cc1	-7%	4%
COc1cc2oc(=O)c(CC(=O)N3CCCCC3)c(C)c2cc1OC	-12%	-8%

Next part:
SMILES	Tau ThT inhib	SMN2 splice enh
COc1cc(OC)cc(C(=O)Nc2cc(-c3nc4ccccc4s3)ccc2OC)c1	-15%	2%
Cc1ccc(NC(=O)c2c(C)oc3ccc(O)c(CN4CCOCC4)c23)cc1	?	-8%
Cc1ccccc1NC(=O)c1sc2nc(-c3ccncc3)ccc2c1N	5µM*	-17%
COC(=O)c1ccc(NC(=O)C2(S(=O)(=O)c3ccc(C)cc3)CC2)cc1	-15%	10%
COc1ccc(-c2nnn3c2nc(NCc2ccc(C)cc2)c2ccccc23)cc1	-6%	1%
COc1ccc(NC(=O)CSc2oc(-c3ccc(F)cc3)nc2S(=O)(=O)c2ccc(C)cc2)c(OC)c1	-1%	-5%
COc1cccc(NC(=O)CSc2cc(C)c3ccccc3n2)c1	-4%	-13%
COc1ccc(NC(=O)c2c(C)oc3ccc(O)c(CN4CCC(C)CC4)c23)cc1Cl	?	-12%
Cc1cc(OCCn2c(CCNC(=O)C3CCCCC3)nc3ccccc32)ccc1Cl	-10%	-6%
Cc1ccc(NC(=O)c2c(NC(=O)Cc3ccccc3)sc3c2CCC3)cc1	-10%	-3%
Cc1ccccc1OCC(=O)Nc1ccc2[nH]c(=O)sc2c1	?	1%
Cc1oc2ncn(C)c(=O)c2c1C(=O)N1CCN(c2ccccc2F)CC1	-5%	0%
COC(=O)C1CCN(CC(=O)Nc2cc(C)c3c(=O)oc4ccccc4c3n2)CC1	-5%	-5%
Cc1ccc(-c2cc(C(F)(F)F)n3nc(-c4cccc(Br)c4)cc3n2)cc1	-24%	-7%
CCOc1ccc(CCNC(=O)c2cn(C)c3ccc(S(=O)(=O)N4CCCCC4)cc3c2=O)cc1OCC	-4%	?
CCC(C)NC(=O)c1sc2nc(C)c(C(=O)Nc3ccc(C)cc3C)c(-c3ccccc3Cl)c2c1N (stereo not drawn)	-15%	-9%
CC(=O)N1CCc2cc(S(=O)(=O)NC(C(=O)Nc3ccc(C)cc3C)C(C)C)ccc21 (stereo not drawn)	6%	-2%
COc1ccccc1CNc1ncnc2c1nc1n2CCCC1	5%	?
CCn1c(=O)n(-c2ccc(F)c(Cl)c2)c(=O)c2sc3ccccc3c21	17%	0%
CC(C)NC(=O)C1CCN(C(=O)c2cnn(-c3ccccc3)c2-n2cccc2)CC1	-9%	2%
O=C(CSc1nc(-c2ccccc2)[nH]c1-c1ccccc1)Nc1ccc2c(c1)OCO2	?	24%
CCOc1ccc(-c2cc(CCCC(=O)NCCc3ccc(SC)cc3)no2)cc1	?	12%
Cc1ccc(C)c(N2CCN(C(=O)Cn3ncc4c(=O)oc5ccccc5c43)CC2)c1	-5%	-14%
Clc1cccc(-c2noc3ncnc(NC4CCCCC4)c23)c1	-2%	6%
CCc1nn(CC(=O)Nc2ccc(NC(C)=O)cc2)c(=O)c2cc3sccc3n12	?	-4%
Cc1cccc(-c2nc(S(=O)(=O)c3ccc(F)cc3)c(N3CCN(c4ccccc4)CC3)o2)c1	?	-6%
CCOc1ccc(-c2cc(C)n3nc(C(=O)Nc4ccc(C)c(C)c4)cc3n2)cc1	-5%	2%
O=C(Cn1ncc2c(=O)oc3ccccc3c21)Nc1cc(F)ccc1F	14%	16%
Cc1ccc(S(=O)(=O)c2nc(-c3cccc(Br)c3)oc2N2CCCCCC2)cc1	0%	6%
COc1ccc(C(=O)O)cc1Nc1nc2ccc(C)cc2n2cnnc12	-12%	2%
CCOc1cc(C2c3c(oc4ccccc4c3=O)C(=O)N2Cc2ccc3c(c2)OCO3)ccc1O (stereo not drawn)	6%	-14%
COC(=O)c1cc2sccc2n1CC(=O)Nc1cc(Cl)ccc1OC	-9%	-7%
CC1CCc2c(sc3nnn(Cc4ccc(F)cc4)c(=O)c23)C1 (stereo not drawn)	?	-7%
CCC(=O)N1CCc2cc(S(=O)(=O)NC(C(=O)NCCc3ccc(OC)c(OC)c3)C(C)C)ccc21 (stereo not drawn)	0%	6%
Cc1ccsc1CN(C(=O)COc1ccc(Cl)cc1)C1CCS(=O)(=O)C1 (stereo not drawn)	-4%	15%
COc1cccc(NC(CNS(=O)(=O)c2ccc(Cl)cc2)c2ccccc2)c1 (stereo not drawn)	-9%	9%
CCn1c(SCC(=O)c2ccc([N+](=O)[O-])cc2)nnc1-c1ccc(Cl)cc1	?	-8%
COc1ccccc1Nc1nc2ccc(Cl)cc2nc1-n1nc(C)cc1C	5%	10%
CCOC(=O)c1oc2c(c1C)-c1nn(Cc3c(F)cccc3Cl)cc1CC2	1%	-11%
CCCNC(=O)c1ccc2c(c1)N=C(CCC)c1ccccc1S2	-7%	-30%
O=C(Nc1cccnc1Cl)c1cc(-c2ccc(Cl)cc2)on1	?	-5%
CCOc1ccc(CCNC(=O)c2ccc(-c3nc(COc4ccc(C)cc4)c(C)o3)cc2)cc1	-11%	1%
O=S(=O)(c1ccccc1)n1nc(-c2ccc(Cl)cc2)nc1NCc1ccc(F)cc1	-14%	11%
Cc1ccc(CN(C(=O)COc2ccc(Cl)cc2Cl)C2CCS(=O)(=O)C2)o1 (stereo not drawn)	-6%	-7%
CCN(CC)CCNC(=O)c1cn(CC)c2ccc(S(=O)(=O)N3CCc4ccccc4C3)cc2c1=O	-3%	2%
CC(C)c1ccccc1NC(=O)CN(c1ccccc1)S(=O)(=O)N(C)C	-1%	0%
Cn1nnnc1SCCNCc1ccc(OCc2ccccc2Cl)cc1	?	-20%
CCN(c1ccccc1)S(=O)(=O)c1c(C)nc2scc(C)n2c1=O	-4%	-11%
CC(=O)NC(C)c1nc2ccccc2n1Cc1ccccc1Cl (stereo not drawn)	0%	5%
O=C(Nc1ccc2oc(-c3ccc4ccccc4c3)nc2c1)c1cc(Cl)ccc1Cl	?	-6%
Additional entries follow:
SMILES	Tau ThT inhib	SMN2 splice enh
CCOc1ccc(C(=O)Oc2c(Sc3ccccc3)c(C)nn2C(C)(C)C)cc1OCC	?	11%
Cc1ccc2c(c1)c(=O)c(S(=O)(=O)c1ccc(C)c(C)c1)cn2CC(=O)Nc1ccccc1	1%	-2%
Cc1c(C(=O)OCc2ccccc2)[nH]c2c1C(=O)CC(c1ccc(N(C)C)cc1)C2 (stereo not drawn)	-17%	-7%
Cc1cc(C)c2c(CC(=O)Nc3cc(C(F)(F)F)ccc3Cl)coc2c1	13%	0%
Cc1ccccc1NC(=O)c1sc2nc3c(cc2c1N)CN(Cc1ccccc1)CC3	-11%	-37%[inhibitor]
Cc1ccc(-c2c3c(=O)n(C)c(=O)n(C)c3c3c(C)nc4ccccc4n23)cc1	-5%	-3%
COc1ccc(CNC(=O)CCc2nc(-c3ccc(C)cc3)no2)c(OC)c1	-9%	-4%
CCc1ccccc1NC(=O)CC1Sc2ccc(C(F)(F)F)cc2NC1=O (stereo not drawn)	12%	-2%
Cc1cc(C)cc(-n2c(SCC(=O)Nc3ccccc3F)nc3c(oc4ccccc43)c2=O)c1	-8%	-7%
Cc1cccc(Cn2cnc3c(cnn3-c3ccc(Cl)cc3)c2=O)c1	-6%	-1%
O=C(NCc1ccccc1Cl)c1ccc(NC(=O)N2CCSc3ccccc32)cc1	13%	5%
COc1ccccc1-c1cc(C(=O)Nc2sc3c(c2C#N)CCCC3)no1	35µM*	23%
CCOc1ccccc1CNC(=O)c1ccc(NC(=O)N2CC(C)Sc3ccccc32)cc1 (stereo not drawn)	5%	-4%
CCn1cc(C(=O)N2CCN(c3ccccc3OC)CC2)c(=O)c2cc(S(=O)(=O)N3CCC(C)CC3)ccc21	-9%	3%
CC1=C(C(=O)Nc2ccccc2)C(c2ccc(O)cc2)n2nc(-c3ccc(Cl)cc3)nc2N1 (stereo not drawn)	?	9%
Cc1ccc(CNC(=O)c2ccc(Cn3c(SCc4ccc(F)cc4)nc4cccnc43)cc2)o1	-8%	0%
CCOc1cc(/C=C(\C#N)C(=O)Nc2ccc(C)cc2)ccc1OCc1cc(=O)n2nc(CC)sc2n1	?	10%
N#C/C(=C\c1ccc(Cl)cc1Cl)c1nc(-c2cccc(Cl)c2)cs1	-11%	-8%
Cc1ccc(S(=O)(=O)c2cn(CC(=O)Nc3ccc(Cl)cc3)c3ccc(F)cc3c2=O)cc1C	-5%	-5%
COc1ccc2c(c1)CCc1c(C(=O)Nc3ccc(OC)cc3OC)noc1-2	?	8%

Two entries from above, reformatted:
Results follow in this order: Tau ThT inhib	SMN2 splice enh
- CCOc1ccccc1CNC(=O)c1ccc(NC(=O)N2CC(C)Sc3ccccc32)cc1 (stereo not drawn)
    5%	-4%
- CCn1cc(C(=O)N2CCN(c3ccccc3OC)CC2)c(=O)c2cc(S(=O)(=O)N3CCC(C)CC3)ccc21
    -9%	3%

One compound at a time (already shown). Order of values: Tau ThT inhib	SMN2 splice enh
Entry for CCOc1ccccc1CNC(=O)c1ccc(NC(=O)N2CC(C)Sc3ccccc32)cc1 (stereo not drawn) → 5%	-4%
Entry for Cc1ccc(S(=O)(=O)c2cn(CC(=O)Nc3ccc(Cl)cc3)c3ccc(F)cc3c2=O)cc1C → -5%	-5%
Entry for CCn1cc(C(=O)N2CCN(c3ccccc3OC)CC2)c(=O)c2cc(S(=O)(=O)N3CCC(C)CC3)ccc21 → -9%	3%
Entry for CC1=C(C(=O)Nc2ccccc2)C(c2ccc(O)cc2)n2nc(-c3ccc(Cl)cc3)nc2N1 (stereo not drawn) → ?	9%
Entry for CCOc1cc(/C=C(\C#N)C(=O)Nc2ccc(C)cc2)ccc1OCc1cc(=O)n2nc(CC)sc2n1 → ?	10%

Next part
SMILES	Tau ThT inhib	SMN2 splice enh
COc1ccc(-n2ncc3c2ncn2nc(-c4ccc(OC)c(OC)c4)nc32)cc1	?	7%
O=C(CCCCn1c(=O)c2ccccc2n(Cc2ccc(Cl)cc2)c1=O)NCc1ccccc1Cl	2%	-7%
O=C(Nc1cccc(F)c1F)C1CCN(c2ncccn2)CC1	-8%	-7%
CC(=O)c1c(C)n(-c2ccc(Cl)cc2)c2ccc(OC(=O)COc3ccccc3)cc12	-17%	-11%
COc1ccc(CCNC(=O)CCCCn2c(=O)c3ccccc3n(CC(=O)Nc3ccccc3C)c2=O)cc1OC	-2%	-2%
COc1ccc(CCNc2nc3cc(OC)c(OC)cc3c3nc(-c4cccnc4)nn23)cc1OC	-2%	2%
CCOc1ccc(/C=C/c2nc(C#N)c(N3CCN(CC)CC3)o2)cc1	?	-6%
CCOC(=O)c1cc2c(=O)n3ccccc3nc2n(CCOC)c1=NC(=O)C(C)(C)Oc1ccc(Cl)cc1	-10%	-4%
CCOC(=O)c1cnc2ccc(C(=O)OC)cc2c1Nc1ccccc1CC	?	-28%
Cc1cc(C)cc(NS(=O)(=O)c2ccc3[nH]cc(C(=O)N4CCCC4)c(=O)c3c2)c1	-2%	15%

Only part of the results is shown (hit frequency here may not be typical).
